Bioassay records deposited in PubChem by Sanford-Burnham Center for Chemical Genomics.
SENP8 inh: SENP8 (human) protease inhibition; Q96LD8; recombinant SENP8, Nedd8 substrate fluorescence; inhibition, % at 20 µM; actives 0.64% (n = 360,000); AID 602440; in the data active means inhibition mostly above about 40%, no sharp cut-off; inactive means mostly below about 27%
Target sequence (Q96LD8 whole entry, looked up): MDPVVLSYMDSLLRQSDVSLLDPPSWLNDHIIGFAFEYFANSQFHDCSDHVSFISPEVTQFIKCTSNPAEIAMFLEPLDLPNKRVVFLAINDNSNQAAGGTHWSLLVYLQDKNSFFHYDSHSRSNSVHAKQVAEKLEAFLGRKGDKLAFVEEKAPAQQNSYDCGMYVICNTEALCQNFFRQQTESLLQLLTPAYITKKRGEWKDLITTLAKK
MPTP inh: permeability transition pore inhibition. isolated mouse mitochondria, Ca2+ swelling absorbance, 30 min. inhibition, % at 10 µM. actives 1.4% (n = 360,000). AID 602449;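 active means inhibition of 50% or more, scaled per plate between neutral and stimulator controls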;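 further: 0% = DMSO wells given calcium and 100% = 1 mM EGTA wells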
SENP1 FRET inh: SENP1 (human) catalytic domain inhibition; Q9P0U3; recombinant SENP1 catalytic domain, CyPet-SUMO1-YPet FRET cleavage; inhibition, % at 10 µM; actives 0.21% (n = 360,000); AID 624204;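 active means inhibition at least 30% at 10 µM, raw YFP signal under a set limit, fluorescence ratio 0.5 to 1.5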;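 further: 0% = enzyme with DMSO and 100% = no enzyme wells; some results filed as inactive read as strong as hits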
Target sequence (Q9P0U3 419-644 limits assumed): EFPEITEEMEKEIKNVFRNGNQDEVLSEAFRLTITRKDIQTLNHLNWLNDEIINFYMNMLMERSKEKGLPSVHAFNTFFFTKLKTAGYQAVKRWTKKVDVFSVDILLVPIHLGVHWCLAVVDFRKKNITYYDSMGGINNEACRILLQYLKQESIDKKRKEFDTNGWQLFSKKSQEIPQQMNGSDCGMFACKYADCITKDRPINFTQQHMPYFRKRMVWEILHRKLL
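system = hSENP1 catalytic domain, recombinant | reagent = SFCypet-SUMO1-SFYpet substrate at 25 nM | doses = one dose per compound, 10 µM, 0.5% DMSO | incubation = enzyme reaction for 50 min at room temperature, dark | measured by = FRET, CFP and YFP emission | controls = no-enzyme low, enzyme-DMSO high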
GRIN3A LBD mod: modulators (binders) of human NR3A ligand-binding domain. NR3A LBD differential scanning fluorimetry, Tm shift; 0% = protein alone, 100% = glycine-bound protein. actives 2.5% (n = 340,000). Tm shift relative to glycine control, % at 25 µM;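 active means melting temperature shift of at least 10% of the positive control shift, at one fixed dose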
ATG4B inh: blocks human ATG4B protease cleavage of LC3 substrate; Q9Y4P1; ATG4B cleavage of LC3-PLA2, NBD-HPC fluorescence, 1 h; inhibition, % at 8.33 µM; actives 0.51% (n = 340,000); AID 504462; in the data active means inhibition above about 40%
PfGluPho inh: PfG6PD (Plasmodium falciparum) enzyme inhibition. PfGluPho enzyme, NADPH resazurin-diaphorase fluorescence. inhibition, % at 20 µM. actives 0.78% (n = 350,000);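 active means inhibition reaching at least a set limit at 20 µM in the primary screen, cut at about 59% in these data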;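 further: 0% = DMSO wells with substrate and 100% = DMSO wells lacking glucose-6-phosphate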
SENP6 block: blocks the human protease SENP6; Q9GZR1; Recombinant SENP6 catalytic domain, aminoluciferin luminescence; inhibition, % at 10 µM; actives 1.8% (n = 330,000); AID 2599;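 active means inhibition above about 50% at the single tested dose, limit read from the data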;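 further: plate controls were DMSO wells with enzyme for no effect and DMSO wells lacking enzyme for full effect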
hIAP act: increases human intestinal alkaline phosphatase activity. AID 2524. purified human IAP, CDP-Star luminescence, 30 min; active compounds read high; 1 = vehicle-only enzyme, 0 = enzyme-free background. activation factor at 10 µM. P09923. actives 0.16% (n = 330,000);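 active means activation factor of the enzyme at least 2-fold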; further: the source names both 10 and 20 µM as test concentration; values of inactives mirror those of a sister screen read the other way
Target sequence (P09923 whole entry, looked up): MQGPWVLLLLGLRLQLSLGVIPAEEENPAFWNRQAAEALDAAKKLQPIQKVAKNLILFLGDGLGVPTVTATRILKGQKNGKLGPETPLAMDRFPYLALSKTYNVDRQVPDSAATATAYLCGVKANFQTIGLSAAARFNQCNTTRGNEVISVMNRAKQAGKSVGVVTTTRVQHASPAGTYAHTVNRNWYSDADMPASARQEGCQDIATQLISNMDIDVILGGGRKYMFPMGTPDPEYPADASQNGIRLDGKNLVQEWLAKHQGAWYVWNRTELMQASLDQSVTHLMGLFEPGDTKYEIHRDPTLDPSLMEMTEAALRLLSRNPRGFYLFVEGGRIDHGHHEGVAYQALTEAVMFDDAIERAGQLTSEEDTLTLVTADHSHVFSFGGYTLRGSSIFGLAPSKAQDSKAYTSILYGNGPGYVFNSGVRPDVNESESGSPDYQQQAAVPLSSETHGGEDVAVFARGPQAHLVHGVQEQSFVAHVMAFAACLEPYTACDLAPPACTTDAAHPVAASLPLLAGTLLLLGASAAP
An asterisk follows results filed as active; i = inactive; nt = not tested or not shown.

SMILES	SENP8 inh	MPTP inh	SENP1 FRET inh	GRIN3A LBD mod	ATG4B inh	PfGluPho inh	SENP6 block	hIAP act
Cc1ccnc(NC(=O)CCC(=O)N(CC(=O)NC2CCCCC2)C2CCCC2)c1	22.3	-0.5	-0.2	0.3	-2.0	6.1	8.9	0.963
CC(C)c1nc(NCc2ccccc2)c(C#N)c2c1CCCC2	i	6.5	-3.0	1.4	5.0	1.7	-0.2	1.07
O=C(O)CCNc1cc(N2CCN(C(=O)c3ccco3)CC2)c2noc3c2c1C(=O)c1ccccc1-3	70.1*	6.0	99.1	3.2	21.6	80.1*	50.9*	0.75
Cc1ccc(C(=O)NCCc2nnc3ccc(N4CCCC4)nn23)cc1	-2.8	1.1	1.1	0.9	6.7	-4.2	3.9	0.849
COc1ccc2cc(Br)ccc2c1CC(=O)NC1CC(C)(C)NC(C)(C)C1	14.7	-4.4	0.6	-3.3	-3.0	-2.5	-0.5	1.03
Cc1ccc(-n2c(=O)[nH]cc(C(=O)N3CCc4ccccc43)c2=O)cc1	7.5	0.6	0.6	0.6	-10.1	5.5	6.7	0.911
Cc1cc(C(=O)CCC(=O)N2CCN(S(=O)(=O)c3cccs3)CC2)c(C)s1	-1.7	0.5	1.8	1.4	-3.3	-16.8	-21.5	0.995
CCCCN(C)C(=O)c1ccc2c(c1)N(CC)C(=O)c1ccccc1S2(=O)=O	14.3	-2.3	1.0	-4.8	1.0	-3.1	2.4	0.928
Cc1cccc(C(=O)NCC(=O)OC(C)C(=O)Nc2ccc(Cl)cn2)c1 (configuration not stated)	14.7	-0.6	5.5	1.7	-1.4	-0.8	7.9	0.982
O=C(NCc1ccco1)C1CC(O)CN1C(=O)Nc1ccccc1 (configuration not stated)	1.8	-2.5	1.0	-2.3	-8.6	3.2	12.5	1
Cc1ccc(NC(=O)Cn2ncc3c([nH]c4ccccc43)c2=O)cc1Cl	7.6	0.4	-0.6	-1.5	1.1	5.8	-15.6	0.869
CCOc1ccc(CC(=O)NNC(=O)/C=C/C(=O)O)cc1	22.7	-0.3	1.9	-0.1	2.2	2.8	-13.8	1.09
CC(C)(C)OC(=O)N1CCC[C@H]1c1nnc(SCc2ccccc2)o1	20.4	1.4	1.3	1.9	5.5	11.1	5.9	1.03
N#CCC(=O)N/N=C/c1coc2ccccc2c1=O	-19.0	1.1	-17.6	-0.5	1.4	0.7	-7.9	1.14
Cc1nnc(SCC(=O)NNC(=O)c2ccco2)n1-c1ccccc1	12.6	0.8	0.7	-1.6	1.3	-3.0	-20.6	1.39
O=c1c2c3c(sc2nc2n1CCCCC2)CCCCC3	5.5	1.6	-0.5	nt	nt	nt	25.6	1.11
Cc1ccc(C(CC(=O)NCc2ccco2)c2ccc(OC(C)C)cc2)cc1 (configuration not stated)	-0.2	5.6	-2.4	-0.5	32.2	-6.3	-13.5	1.15
Cc1ccc(CSc2nc3nc(C)cc(C)n3n2)cc1	2.9	0.7	1.1	0.7	-0.5	12.3	9.8	1.19
O=C(Nc1ccccc1)c1[nH]ncc1[N+](=O)[O-]	14.0	0.7	0.1	-1.4	-1.8	1.8	-34.7	1.14
CC(C)(C)c1ccc(OCC(O)CN2CCN(c3ccccn3)CC2)cc1 (configuration not stated)	7.1	-0.2	3.5	3.4	-4.6	4.3	7.7	1.16

The final 2 entries of the part above lead into the next.
SMILES	SENP8 inh	MPTP inh	SENP1 FRET inh	GRIN3A LBD mod	ATG4B inh	PfGluPho inh	SENP6 block	hIAP act
O=C(Nc1ccccc1)c1[nH]ncc1[N+](=O)[O-]	14.0	0.7	0.1	-1.4	-1.8	1.8	-34.7	1.14
CC(C)(C)c1ccc(OCC(O)CN2CCN(c3ccccn3)CC2)cc1 (configuration not stated)	7.1	-0.2	3.5	3.4	-4.6	4.3	7.7	1.16
O=C(NCc1cccs1)C1CC(c2ccc(F)cc2)=NO1 (configuration not stated)	4.0	1.4	-1.1	-0.7	-4.1	7.9	-3.9	1.03
CCOc1ccccc1NC(=O)C1CCCN1S(=O)(=O)c1ccccc1C(F)(F)F (configuration not stated)	6.6	-2.7	-1.8	5.0	-1.8	14.5	-5.2	0.871
CC(NC(=O)/C(C#N)=C1\N=C(NC(=O)c2ccco2)c2ccccc21)c1ccccc1 (configuration not stated)	-50.4	3.7	-35.0	-6.8	-5.9	-16.3	8.1	0.793
Cc1nnc(SCC(=O)Nc2nc(C(C)(C)C)cs2)s1	9.3	15.2	2.5	1.5	7.9	23.7	11.1	1.03
Cc1ccsc1C(=O)Nc1nnc(-c2ccco2)o1	-4.4	-1.4	0.9	0.6	-8.2	-6.1	8.3	1.06
Cc1nc(C(=O)NC2CCOCC2)sc1C1(C)CC(c2ccccc2)=NO1 (configuration not stated)	16.1	-1.7	-2.4	0.1	-3.5	-4.6	5.1	1
CCOc1cc(/C=N/NC(=O)c2ccncc2)ccc1OS(C)(=O)=O	15.6	-1.9	0.1	7.7	-5.4	9.9	-8.1	1.05
O=C(OCc1cc([N+](=O)[O-])cc2c1OCOC2)c1ccc2ccccc2n1	13.3	0.5	0.4	-2.5	-0.3	1.8	10.4	0.987
CCCC(=O)NC(C)c1nc2ccccc2n1C (configuration not stated)	6.0	-2.1	0.4	0.1	-1.0	4.5	0.7	0.944
CC(C(=O)O)N(C(=O)c1ccccc1)c1ccc(F)cc1 (configuration not stated)	3.9	-1.0	2.8	0.2	-1.1	9.7	-9.2	1.07
CCCCN1C[C@H](O)[C@@H](O)[C@H](O)[C@H]1CO	-5.0	-1.5	1.6	2.0	-8.9	-10.1	5.1	0.86
CCn1cc(C(=O)NCc2ccc(OC)cc2)c(=O)c2ccc(C)nc21	13.2	-0.2	-1.3	-1.0	-6.8	21.4	-2.3	1.03
Cc1noc2ncnc(Sc3ccccc3Cl)c12	20.2	-0.3	-1.0	1.4	-8.9	19.4	11.7	0.997
CCN(CC)CCNC(=O)c1ccccc1N	-438.4	-6.1	-0.6	-0.4	-0.3	-1.7	-2.6	0.991
CC(C)(C)c1ccc(/C=N/Nc2nncn2N)cc1	18.1	-0.9	4.2	-0.2	1.6	57.5	-18.0	1.13
CNc1nc2ccccc2n(C)c1=O	-127.5	-2.7	-2.7	-2.7	8.1	-20.4	5.0	0.91
CC(=O)c1cccc(NC(=O)NCc2cccnc2)c1	4.4	-0.3	2.3	0.6	0.6	0.8	-6.2	1.06
Cc1ccc(NC(=O)C2CCN(S(=O)(=O)c3c(C)n[nH]c3C)CC2)c(C)c1	17.4	0.0	1.6	2.1	2.3	-14.8	-3.4	1.23
Cc1cccc(CSCc2ccc(C(=O)NC(C)C)o2)c1	8.2	0.3	-0.2	0.0	2.1	9.1	7.0	1.09
COc1ccc(C2=NOC(C(=O)NCc3ccc(F)cc3)C2)cc1OC (configuration not stated)	-1.4	-0.4	-10.0	0.0	4.4	6.0	3.4	0.961

Copied from the list:
`CCCCN1C[C@H](O)[C@@H](O)[C@H](O)[C@H]1CO` @ hIAP act = 0.86
`O=C(NCc1ccco1)C1CC(O)CN1C(=O)Nc1ccccc1` (configuration not stated) @ SENP8 inh = 1.8
`Cc1cc(C(=O)CCC(=O)N2CCN(S(=O)(=O)c3cccs3)CC2)c(C)s1` @ MPTP inh = 0.5
`CNc1nc2ccccc2n(C)c1=O` @ SENP1 FRET inh = -2.7

(further entries)
SMILES	SENP8 inh	MPTP inh	SENP1 FRET inh	GRIN3A LBD mod	ATG4B inh	PfGluPho inh	SENP6 block	hIAP act
Cc1ccc(C(=O)N2CCC(n3nccc3NC(=O)Nc3cccc(F)c3)CC2)cn1	3.8	-2.5	0.9	-1.4	0.9	-3.2	-11.0	0.998
C[C@H](CO)N1C[C@H](C)[C@H](CN(C)S(=O)(=O)c2ccc(Cl)cc2)OCc2cnnn2CCCC1=O	6.7	-0.4	0.9	nt	nt	-11.1	nt	nt
CCCSc1ccc([C@H]2N[C@@](Cc3ccccc3)(C(=O)OC)[C@H]3C(=O)N(CC)C(=O)[C@@H]23)cc1	-1.2	0.3	-0.1	-2.9	-0.5	3.4	3.8	0.85
CCOC(=O)[C@H]1[C@H]2COc3ccc(C)cc3[C@@H]2N2C(=O)c3cc(Cl)ccc3NC(=O)[C@@]12C	-1.3	-0.6	-0.3	-3.1	-4.3	-7.4	7.5	1.12
Cc1ccc2cc3cc(C(=O)N4CCN(Cc5ccccc5)CC4)sc3nc2c1	-35.9	1.0	-0.2	-0.2	-16.0	-4.4	-0.8	0.906
CCCCCCc1nc2ccccc2c(=O)n1N	16.6	-0.8	1.8	-1.1	-2.5	-4.7	1.8	0.911
CCc1ccc(C2(O)CC(C(F)(F)F)=NN2C(=O)Cc2ccc([N+](=O)[O-])cc2)cc1 (configuration not stated)	8.6	41.9	1.3	-7.7	-11.6	-13.8	-15.8	0.993
Cc1nc(CNS(=O)(=O)c2ccc3c(c2)CCCC3)cs1	3.0	0.7	-2.3	-4.2	1.1	-9.7	-20.3	0.947
CCOc1ccc(C(=O)N2CCN(C(=O)c3ccco3)CC2)cc1OCC	-20.4	-0.2	0.5	1.7	-11.3	7.9	-8.8	1.13
CCOC(=O)c1[nH]c(C)c(C(=O)OCc2c(C)noc2C)c1C	9.1	-0.3	-2.2	-2.1	5.8	-21.3	-3.4	1.2
C[C@]12C=C[C@H](O)CC1=CCC1C2CC[C@@]2(C)C1CCC21OCCO1 (some centres not stated)	5.3	0.3	-3.4	-1.0	-7.8	-12.5	-3.7	0.865
COc1cccc(C2=NNC(=NCc3ccccc3)SC2)c1	2.2	11.3	3.0	-1.2	7.2	19.4	1.8	0.871
CSc1ccc(C2(O)Cc3cccc[n+]3C2c2ccccc2)cc1 (configuration not stated)	-21.9	0.6	-2.0	0.2	-3.6	1.4	-9.3	0.916
Cc1cc(NCc2ccncc2)ccc1Br	8.8	-0.1	-1.2	5.6	0.1	23.2	-11.9	0.951
CC(Sc1cccc[n+]1[O-])C(=O)Nc1cccc(S(=O)(=O)N2CCOCC2)c1 (configuration not stated)	4.2	0.0	-5.9	-10.2	-1.8	1.9	-8.4	1.16
CNS(=O)(=O)c1cccc(C(=O)NNC(=O)c2ccc(COc3ccccc3)cc2)c1	3.8	-2.8	2.7	-3.3	-6.3	-10.8	8.9	1.26
CCCCCCCC1CC(CSC(=N)N)OC1=O (configuration not stated)	18.0	97.3*	-2.1	-0.6	5.2	2.7	-20.3	1.28
CSCC[C@H](N)C(=O)N1CCC(C(=O)N[C@H](C)C(=O)NC(C)c2ccccc2)CC1 (some centres not stated)	24.2	2.5	0.6	-0.5	-6.1	12.1	-11.3	0.857
FC(F)(F)c1ccc(Sc2nnc(-c3cccs3)n2CC2CCCO2)nc1 (configuration not stated)	5.9	0.7	-0.7	-2.9	-11.9	20.7	-13.9	0.875
O=C(NCCc1ccc2c(c1)OCCO2)c1cc2ccccc2o1	15.3	74.2*	0.5	-3.1	-2.4	9.9	-2.6	0.829
C/C(=N/OC(=O)C1CC1)c1cc(-c2ccc(Cl)cc2)no1	7.8	0.0	2.0	-0.8	-3.5	0.7	33.6	0.88
O=C(COC(=O)C12CC3CC(CC(Br)(C3)C1)C2)NNC(=O)c1ccccc1	6.0	-2.6	1.8	-1.0	-23.1	-5.8	2.1	0.973
O=C(NCc1ccccc1Cl)c1ccc2c(=O)n(CCCN3CCCC3=O)c(=S)[nH]c2c1	21.8	5.3	2.4	-1.1	3.7	-41.2	7.0	0.916
CCc1n[nH]c2c1C(=O)CC(C)(C)C2	12.4	-1.3	0.0	-0.4	3.9	5.8	-10.4	1.23
COCCSc1ccccc1C(=O)Nc1cccnc1	22.8	2.0	0.6	1.7	-2.4	4.0	-11.6	1.04
Cn1c(=O)[nH]c(=O)c2c1nc(SCC(=O)O)n2CCc1ccccc1	28.6	0.3	2.1	-0.4	0.8	62.8*	-20.0	0.914

Shown as a hit in SENP6 block, among the entries above:
SMILES | MPTP inh | SENP1 FRET inh | GRIN3A LBD mod | ATG4B inh | PfGluPho inh | SENP6 block | hIAP act
O=C(O)CCNc1cc(N2CCN(C(=O)c3ccco3)CC2)c2noc3c2c1C(=O)c1ccccc1-3 | 6.0 | 99.1 | 3.2 | 21.6 | 80.1* | 50.9* | 0.75
